Assay outcomes from PubChem BioAssay.
AmpC no deterg: qHTS Inhibitors of AmpC Beta-Lactamase (assay without detergent); Potency, µM (doses to about 57.1 µM), inactives show at the top dose activity change, negative = inhibition, most hits filed as inhibitors; AID 485341, 2010; P00811; AmpC nitrocefin hydrolysis, absorbance 480 nm, 0.0001% Triton; 0.52% of 330,000 active;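 further: potency means the concentration at half of the fitted maximal effect; plate controls were no compound for no effect and no enzyme for full effect; nearly all actives have a fitted effect of over 20% in size; some results filed as inactive show a strong effect at the top dose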
Target sequence (P00811 whole entry, looked up): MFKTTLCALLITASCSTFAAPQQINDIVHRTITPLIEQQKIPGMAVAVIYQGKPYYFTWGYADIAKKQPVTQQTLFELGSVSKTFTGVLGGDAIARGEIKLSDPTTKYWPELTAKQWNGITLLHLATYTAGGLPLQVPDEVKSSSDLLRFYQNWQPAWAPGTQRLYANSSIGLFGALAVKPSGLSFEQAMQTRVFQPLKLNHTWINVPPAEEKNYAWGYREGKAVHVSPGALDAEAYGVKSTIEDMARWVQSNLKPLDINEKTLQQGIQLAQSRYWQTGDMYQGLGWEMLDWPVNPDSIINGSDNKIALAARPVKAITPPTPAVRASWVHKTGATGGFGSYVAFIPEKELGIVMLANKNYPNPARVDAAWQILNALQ
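AmpC (5.3 nM in the dispensed reagent) in 20 mM phosphate pH 7.0 with 0.01% (detergent screen) or 0.0001% Triton X-100 was preincubated with compounds for 15 min at room temperature. Nitrocefin was then added from an 800 uM solution, and hydrolysis was followed at 480 nm.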
AmpC detergent: qHTS Inhibitors of AmpC Beta-Lactamase (assay with detergent); AmpC hydrolysis of nitrocefin, absorbance 480 nm, 0.01% Triton; P00811; Potency, µM (titrated, usually from 114 µM), without a hit: at the highest dose activity change, negative = inhibition, actives largely listed as inhibitors; 0.041% of 370,000 active;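 further: potency means the concentration at half of the fitted maximal effect; 0% = no-compound wells and -100% = no-enzyme wells; nearly all actives have a fitted effect of over 25% in size; some results filed as inactive show a strong effect at the top dose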
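20 mM phosphate pH 7.0 + 0.01% (detergent screen) or 0.0001% Triton X-100; 5.3 nM AmpC reagent; cpd preinc 15 min RT; nitrocefin (800 uM stock) to start; A480 q20 s × 4 min; Activity was normalised to no-enzyme and no-compound control wells.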
Tb PYK inh: qHTS of Trypanosoma Brucei Inhibitors; TbPYK enzyme, Kinase-Glo Plus ATP luminescence, 45 min; Potency, µM (top dose mostly 76.8 µM), for the others: at the highest dose activity, negative = inhibition, actives largely listed as inhibitors; 0.12% of 410,000 active; further: potency means the concentration at half of the fitted maximal effect; nearly all actives have a fitted effect of over 50% in size
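Screened from lowest to highest concentration, compounds were pinned into TbPYK/substrate mixtures, and ADP (130 uM final) was added. Plates sat at room temperature for 45 min prior to Kinase-Glo Plus detection by luminescence.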
HCMV inh: qHTS Assay for inhibitors of the human cytomegalovirus (HCMV) | HFF cells, HCMV-luciferase reporter, 72 h; hits give low values | activity change, negative = inhibition, % at 57.5 µM | 4.5% of 410,000 active; in the data active means activity change below about -60%; inconclusive means no clear call, values can overlap the other calls; inactive means above about -39%
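Compounds were evaluated in HFFs infected with an HCMV luciferase reporter virus (MOI 1 PFU/cell). Luciferase in lysates collected 72 h post infection served as the replication measure.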
AMA1-RON2 inh: qHTS for Inhibitors of AMA1-RON; Towards Development of Antimalarial Drug Lead: Primary Screen | Potency, µM (doses to about 58.2 µM), for the others: at the top dose activity change, negative = inhibition, most hits filed as inhibitors | 0.2% of 360,000 active | Plasmodium falciparum AMA1 (3D7) - RON2 peptide interaction | AlphaScreen AMA1-biotinylated RON2 peptide binding | AID 720542, 2013;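 further: potency means the concentration at half of the fitted maximal effect; 0% = vehicle wells and -100% = peptide control; nearly all actives have a fitted effect of over 45% in size; some results filed as inactive show a strong effect at the top dose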
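AMA1 (3D7) with his tag at 25 nM final met compounds first, then biotinylated RON2 peptide at 25 nM; detection used donor plus acceptor beads, 10 µg/mL apiece, read by AlphaScreen after 30 min at room temperature.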
HCV inhibitor: qHTS Assay for Inhibitors of Hepatitis C Virus (HCV); Huh7.5.1 HCVcc-Cre infection, luciferase reporter, 44 h; Potency, µM (series often up to 41.8 µM), without a hit: top-dose activity change, negative = inhibition, most hits filed as inhibitors; 3.4% of 340,000 active; AID 651820, 2012; further: potency means the concentration at half of the fitted maximal effect
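Infectious HCV cell culture screen: compound-treated cells (1,000/well, pre-plated 4 h) are infected with HCVcc-Cre at roughly 0.5 moi and grown 44 h. Infection is quantified by luciferase signal after 15 min substrate incubation at room temperature.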
LmPK inh: qHTS Assay for Inhibitors of Leishmania Mexicana Pyruvate Kinase (LmPK). purified LmPK, Kinase-Glo ATP luminescence, 1 h. Potency, µM (highest dose often 57.5 µM), for the others: at the highest dose activity change, negative = inhibition, most hits filed as inhibitors. AID 1721, 2009. Q27686. 0.37% of 290,000 active; further: potency means the concentration at half of the fitted maximal effect
Target sequence (Q27686 whole entry, looked up): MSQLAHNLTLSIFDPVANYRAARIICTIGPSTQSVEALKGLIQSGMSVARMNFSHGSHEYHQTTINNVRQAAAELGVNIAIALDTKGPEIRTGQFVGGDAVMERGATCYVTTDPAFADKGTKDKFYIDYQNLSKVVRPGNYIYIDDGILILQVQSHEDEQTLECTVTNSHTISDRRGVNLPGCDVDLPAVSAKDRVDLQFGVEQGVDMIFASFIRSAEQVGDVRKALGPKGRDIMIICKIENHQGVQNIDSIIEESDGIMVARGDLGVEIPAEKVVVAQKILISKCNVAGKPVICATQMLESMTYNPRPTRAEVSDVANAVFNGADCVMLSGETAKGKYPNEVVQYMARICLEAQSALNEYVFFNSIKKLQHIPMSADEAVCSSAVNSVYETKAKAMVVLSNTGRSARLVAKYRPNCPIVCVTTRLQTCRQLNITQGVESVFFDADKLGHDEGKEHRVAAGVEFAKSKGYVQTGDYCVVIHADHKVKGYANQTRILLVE
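Purified LmPK (0.1 nM) converted ADP (0.1 mM) to ATP with PEP (0.5 mM) in imidazole buffer pH 7.2 with KCl and MgCl2, 1 h at room temperature. ATP was read by Kinase-Glo luminescence; data normalized to uninhibited and no-enzyme controls.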
* marks the source's active call; other numbers are inactive results; ? = inconclusive; . = no result given; [ ] = remark or other dose. Unless noted, the call rests on the fitted dose curve; in most records, active means well fitted curve in the direction sought with a large enough effect; inconclusive means small, poorly fitted or top-dose-only effect, or another doubt; inactive means no such curve, though single readings can be large; an effect the other way counts as inactive or inconclusive. Unless noted, on the % scale 0 is the no-effect control and ±100 the full control effect.

The first 2 records, to show the layout:
1: Cc1ccccc1NC(=O)COC(=O)c1cc(C)n(C2CC2)c1C
2: CCc1nc2c(OCCn3cccc3)cccn2c1N(C=O)Cc1ccc(OC)cc1

screen / no.,1,2
AmpC no deterg,-11%,.
AmpC detergent,-12%,.
Tb PYK inh,2%,1%
HCMV inh,-2,-1
AMA1-RON2 inh,5%[11.6 µM],0%
HCV inhibitor,-22%,.
LmPK inh,.,.

This part in full, from the start:
1: Cc1ccccc1NC(=O)COC(=O)c1cc(C)n(C2CC2)c1C
2: CCc1nc2c(OCCn3cccc3)cccn2c1N(C=O)Cc1ccc(OC)cc1
3: CCC(C)NC(=O)CSc1nc2cc3c(cc2c(=O)n1CCCCCC(=O)NCc1ccc(OC)cc1)OCO3 (stereo not drawn)
4: Cc1c(OCC(=O)Nc2cccnc2)ccc2c3c(c(=O)oc12)CCC3
5: Cc1ncoc1C(=O)Nc1ccccc1C(N)=O
6: O=[N+]([O-])c1ccc(NN=Cc2cccc([N+](=O)[O-])c2)cc1
7: Cc1ccc(/C=C2\C(=O)NC(=S)N(c3ccc(F)cc3)C2=O)s1
8: O=C(NCCOC(=O)c1ccccc1)c1ccc([N+](=O)[O-])cc1

screen / no.,1,2,3,4,5,6,7,8
AmpC no deterg,-11%,.,.,-16%,-11%,.,?,-17%
AmpC detergent,-12%,.,5%,0%,-8%,.,?,-2%
Tb PYK inh,2%,1%,6%,-10%,-10%,2%,?,0%
HCMV inh,-2,-1,28,-7,-6,-11,88,23
AMA1-RON2 inh,5%[11.6 µM],0%,.,-3%,1%,?,14%,1%
HCV inhibitor,-22%,.,.,-1%,?,?,?,0%
LmPK inh,.,.,.,-10%,-17%,.,-2%,-2%

Taken from above:
HCV inhibitor with compound 8 stands at 0%
Tb PYK inh with compound 6 stands at 2%
AMA1-RON2 inh with compound 4 stands at -3%

More entries:
9: CCCCN(Cc1cc2ccccc2[nH]c1=O)C(=O)c1ccccn1
10: CCCc1cc(=O)[nH]c(SCC(=O)N2CCCC2=O)n1
11: CC(=N)C1=C(O)CC(c2ccccc2)CC1=O (stereo not drawn)
12: COc1ccc(CNC(=O)CCS(=O)(=O)c2ccc3c(c2)CCN3C(C)=O)cc1
13: CC1(C)COC(Nc2ccc(Cl)cc2)=N1
14: CCN(CC(=O)Nc1ccccc1OC)C(=O)COc1ccc2ccccc2c1
15: OCC(O)C1OC(Nc2ccc(Br)cc2)C(O)C1O (stereo not drawn)
16: CCCc1nnc(NC(=O)CSc2ncn[nH]2)s1

screen / no.,9,10,11,12,13,14,15,16
AmpC no deterg,-10%,-9%,-12%,-6%,-9%,57%,-17%,-13%
AmpC detergent,-9%,-20%,-2%,-10%,?,-8%,2%,-12%
Tb PYK inh,-1%,9%,7%,-2%,2%,-1%,2%,2%
HCMV inh,14,-15,-99*,-38,15,-13,-31,119
AMA1-RON2 inh,-17%,4%,-12%,-2%,6%,9%,-1%,2%
HCV inhibitor,12%,-29%,-5%,-16%,-3%,21%,7%,4%
LmPK inh,3%,.,-1%,2%,0%,1%,-6%,-6%

17: Cc1ccc(S(=O)(=O)N2CCOC2CNC(=O)C(=O)NCCCc2ccccc2)cc1 (stereo not drawn)
18: c1csc(-c2nn3c(-c4ccncc4)nnc3s2)c1
19: CC(C)(C)NC(=O)C1CC(=O)OC12CCCCC2 (stereo not drawn)
20: CC(=O)NC(CC(=O)Nc1nc(-c2ccc(N(C)S(C)(=O)=O)cc2)cs1)c1ccccc1 (stereo not drawn)
21: Cc1cc(C)cc(OCC(=O)OCC(=O)c2c(N)n(C)c(=O)n(C)c2=O)c1
22: Cc1ccc(-n2cnc3cc(C(=O)NC4CCCCCC4)ccc32)cc1Cl
23: Cc1cc(OCC(=O)N(C)Cc2ccccc2)ccc1Br
24: CC(=O)Oc1ccc2occ(/C=N/c3cc(=O)[nH]c(=S)[nH]3)c(=O)c2c1

screen / no.,17,18,19,20,21,22,23,24
AmpC no deterg,21%,-3%,-9%,65%[activator],-9%,.,3%,-15%
AmpC detergent,2%,?,?,-3%,3%,9%,?,0%
Tb PYK inh,-9%,.,-8%,1%,4%,4%,5%,-17%
HCMV inh,?,.,0,0,15,-34,-7,-31
AMA1-RON2 inh,-2%,.,5%,1%,-3%,.,3%,112%[activator]
HCV inhibitor,.,.,12%,11µM*,24%,.,?,6%
LmPK inh,-6%,1%,3%,4%,3%,.,-4%,-9%

25: COc1ccc(C2(c3ccc(OC)cc3)NC(=O)N(CC(=O)NC3(C#N)CCCCC3)C2=O)cc1
26: CCn1c(=O)c2cc(C(=O)NCCc3cccc(C)c3)sc2c2ccccc21
27: Cn1c(=O)c(C(=O)c2ccc(S(C)(=O)=O)c(Cl)c2Cl)c(O)c2ccccc21
28: CCCn1c(=O)c2ccccc2n2c(SCCOc3ccc(OC)cc3)nnc12
29: O=S1(=O)CCN(Cc2cccnc2)CC1
30: COc1cc(S(=O)(=O)n2nc(C)cc2C)ccc1Cl
31: O=C(COc1ccc2ccccc2c1)NNC(=O)c1cccs1
32: CCCc1nc2ccc(C)cn2c1Cc1ccccc1OC

screen / no.,25,26,27,28,29,30,31,32
AmpC no deterg,-21%,.,.,-13%,.,-2%,-27%,.
AmpC detergent,7%,-9%,.,?,.,?,?,.
Tb PYK inh,-24%,0%,-7%,3%,-11%,-2%,-12%,-2%
HCMV inh,50,-20,57,18,-4,39,-39,8
AMA1-RON2 inh,4%,.,-1%,37%[activator],0%,-2%,38%[activator],-15%
HCV inhibitor,?,.,3%,-18%,.,10%,1%,.
LmPK inh,.,.,.,6%,.,0%,0%,.

Results in sequence from the list.
AMA1-RON2 inh, compounds 25 to 32 → 4%, ., -1%, 37%[activator], 0%, -2%, 38%[activator], -15%
Tb PYK inh, compounds 25 to 32 → -24%, 0%, -7%, 3%, -11%, -2%, -12%, -2%

New compounds follow
33: CC1=NN(c2ccccc2)C(=O)C1=Cc1ccccc1
34: CC(C)(C)n1nnnc1C(c1cc2ccccc2o1)N1CCCC1 (stereo not drawn)
35: Cn1c(Cc2cccc3ccccc23)nnc1SCc1ccc([N+](=O)[O-])cc1
36: Cc1ccc(CCNC(=O)c2nn(C)c3c2CSc2ccccc2-3)cc1
37: CC(Cc1ccccc1)NC(=O)CSc1nc2nc3c(cc2c(=O)n1-c1ccccc1)COC(C)(C)C3 (stereo not drawn)
38: CC(=NNC(=S)Nc1cccc(C)c1)c1ccccn1
39: COc1ccc(/C=C/c2nnc(NC(=O)COc3ccc(C)cc3)s2)cc1
40: COC(=O)c1cn(NC(=O)c2ccc(F)cc2)c(=O)c2ccccc12

screen / no.,33,34,35,36,37,38,39,40
AmpC no deterg,.,.,-3%,.,-6%,.,-30%,-45%
AmpC detergent,.,.,-16%,29%,-7%,.,-21%,-12%
Tb PYK inh,-2%,-13%,-20%,8%,2%,2%,-5%,-6%
HCMV inh,-12,11,10,18,-15,-98*,55,-19
AMA1-RON2 inh,-5%,3%,-1%[11.6 µM],.,42%[activator],-14%,7%[2.32 µM],0%
HCV inhibitor,.,.,-6%,.,-2%,10µM*,1%,?
LmPK inh,.,.,1%,.,0%,.,3%,-7%

41: CC1(C)CC(=O)C=C(NC2=CC3OC(c4ccccc4)OCC3OC2=O)C1 (stereo not drawn)
42: Cc1cccc(C(=O)N2CCC(=O)N(C(COCc3ccccc3)Cc3ccccc3)CC2)c1 (stereo not drawn)
43: Cc1c(C(=O)N2CCOCC2)c(S(=O)(=O)Nc2ccc(Br)cc2F)c(C)n1C
44: COc1ccc(CNC(=O)c2cc(=O)c3c(C)cc(C)cc3o2)cc1
45: Cc1cccn2c(=O)nc(SCC(=O)N3CCOCC3)nc12
46: CC(C)(C)c1cc(C(F)(F)F)nc(SCCCNC(=O)c2ccco2)n1
47: COc1ccc(NC2CCCN(C(=O)c3cccs3)C2)cc1 (stereo not drawn)
48: Cc1ccc(CNc2oc(-c3ccc(COc4ccc(Cl)cc4)o3)nc2C#N)cc1

screen / no.,41,42,43,44,45,46,47,48
AmpC no deterg,-20%,129%[activator],0%,-27%,-16%,48%,-9%,.
AmpC detergent,-13%,-11%,-9%,?,1%,7%,-5%,-11%
Tb PYK inh,-19%,0%,-23%,-1%,4%,-2%,-4%,-3%
HCMV inh,-8,-20,-23,-31,-1,?,-3,-31
AMA1-RON2 inh,17%,-22%,5%,6%,6%,0%,-16%,.
HCV inhibitor,?,-20%,-1%,-24%,29%,15%,3%,.
LmPK inh,-2%,0%,-1%,6%,.,23%,-5%,.

49: CCc1ccc(N(CC(=O)NCc2ccco2)C(=O)CCC(=O)Nc2ccccn2)cc1
50: CCN(CC)CCN(C(=O)/C=C/c1cccs1)c1nc2ccc(C)cc2s1
51: CC1(C(=O)Nc2ccccc2Cc2ccccc2)CCN1CCc1ccccc1 (stereo not drawn)
52: Cc1[nH]c2ccccc2c1/C=N/NC(=O)c1cccc(Br)c1
53: NCc1ccccc1
54: CCOC(=O)c1nnn(-c2ccc(OC)cc2)c1N
55: COc1cccc(C(=O)NNC(=O)c2cccc3ccccc23)c1
56: CN(C)c1ccc(/C=N/NC(=O)c2ccc(Cn3cc(Br)cn3)o2)cc1

screen / no.,49,50,51,52,53,54,55,56
AmpC no deterg,26%,72%[activator],.,-47%,-14%,-8%,.,-24%
AmpC detergent,-1%,-4%,.,0%,-14%,?,.,?
Tb PYK inh,-4%,1%,-2%,0%,1%,-5%,1%,0%
HCMV inh,-31,?,23,.,13,36,?,-10
AMA1-RON2 inh,-8%,?,8%,39%[activator],3%,0%,37%[activator],-19%
HCV inhibitor,-1%,?,.,-23%,3%,8%,6%,4%
LmPK inh,6%,-8%,.,-2%,.,8%,.,4%

Not a hit list. Share with any hit: about 7.5%.
